High-throughput results (PubChem)
ABHD5-PLIN5 inh: blocks binding of human ABHD5 to perilipin-5. Q00G26+Q8WTS1. Split G. princeps luciferase complementation, luminescence, 4 h. inhibition, % at 4 µM. 360,000 tested, 0.78% active. AID 602281;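 active = inhibition above the mean inhibition across every tested compound plus 3 SD, cut at about 22% in these data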;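 note: 0% = DMSO only wells and the 100% control is not disclosed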
aDG glyco up: alpha-DG glycosylation activation; Pro5-aDG cells, alpha-DG glycosylation AlphaScreen (IIH6); 0% Pro5, 100% B10-LARGE cell signal; activation, % at 10 µM; 360,000 tested, 0.22% active; AID 624168;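 active = activation of at least 8% versus controls, or a plate z-score of at least 8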;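 note: Pro5 are CHO cells carrying HIG-tagged alpha-DG that lacks glycosylation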
H9c2 protect: modulators protecting cardiomyocytes from myocardial damage; AID 588492; 360,000 tested, 0.63% active; H9c2 cardiomyocytes, H2O2 injury protection, ATPLite, 2 h; protection from H2O2 cell death, % at 20 µM;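 active = compounds giving at least 50% protection of heart cells from peroxide-induced death in the single-dose screen, raw or plate-pattern-corrected value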;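 note: 0% = DMSO wells with peroxide and 100% = DMSO wells without peroxide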
ABCB6 inh 2: blocks the human ABCB6 transporter; K562-ABCB6 porphyrin accumulation, flow cytometry, 1 h; hits give low values; 360,000 tested, 0.19% active; fluorescence ratio to DMSO, % at 10 µM; AID 602162;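 active = fluorescence ratio to DMSO below 75%, the collection mean minus 3 SD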;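 note: signal is porphyrin accumulated inside mitochondria; 100% equals median channel fluorescence of DMSO control wells; lower ratio means ABCB6 inhibition with less porphyrin fluorescence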
m5-HT2A agonist: agonists of mouse serotonin 5-HT2A receptor (HTR2A) | 360,000 tested, 0.66% active | activation, % at 7.6 µM | P35363 | CHO-K1 mHTR2A beta-arrestin complementation, luminescence; percent of 30 µM serotonin response | AID 624169;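 active = activation above a run cutoff, the mean activation of all tested compounds plus 3 SD, cut at about 14% in these data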;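 note: 0% = plate median of compound wells and 100% = 30 µM serotonin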
Target sequence (P35363 whole entry, looked up): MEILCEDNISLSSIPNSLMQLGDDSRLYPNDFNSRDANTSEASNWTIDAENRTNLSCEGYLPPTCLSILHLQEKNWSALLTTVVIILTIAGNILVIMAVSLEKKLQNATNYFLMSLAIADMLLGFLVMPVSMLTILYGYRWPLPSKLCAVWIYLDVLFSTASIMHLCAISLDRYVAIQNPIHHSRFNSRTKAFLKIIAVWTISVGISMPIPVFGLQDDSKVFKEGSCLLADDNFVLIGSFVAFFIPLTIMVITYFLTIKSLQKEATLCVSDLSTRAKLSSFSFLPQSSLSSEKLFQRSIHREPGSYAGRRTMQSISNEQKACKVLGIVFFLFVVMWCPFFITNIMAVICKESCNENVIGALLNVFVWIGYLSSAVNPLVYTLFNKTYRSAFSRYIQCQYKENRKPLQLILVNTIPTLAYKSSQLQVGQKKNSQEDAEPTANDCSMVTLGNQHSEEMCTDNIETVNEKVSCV
Exocytosis inh: lytic granule exocytosis inhibition. TALL-104 LAMP-1 surface exposure, flow cytometry; cells stimulated with thapsigargin and PMA. inhibition, % at 10 µM. 360,000 tested, 0.66% active;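 active = inhibition above about 55%, limit read from the data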
MC4R antagonist: antagonists of human melanocortin 4 receptor (MC4R); P32245; MC4R-expressing cells, MTII-stimulated cAMP, LANCE TR-FRET; inhibition, % at 6.5 µM; 360,000 tested, 0.48% active; AID 540295;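 active = inhibition above its plate's cutoff, the mean of tested wells on that plate plus 3 SD, cut at about 29% in these data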;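 note: 0% = Melanotan II alone and 100% = Melanotan II plus saturating MCL0020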
Target sequence (P32245 whole entry, looked up): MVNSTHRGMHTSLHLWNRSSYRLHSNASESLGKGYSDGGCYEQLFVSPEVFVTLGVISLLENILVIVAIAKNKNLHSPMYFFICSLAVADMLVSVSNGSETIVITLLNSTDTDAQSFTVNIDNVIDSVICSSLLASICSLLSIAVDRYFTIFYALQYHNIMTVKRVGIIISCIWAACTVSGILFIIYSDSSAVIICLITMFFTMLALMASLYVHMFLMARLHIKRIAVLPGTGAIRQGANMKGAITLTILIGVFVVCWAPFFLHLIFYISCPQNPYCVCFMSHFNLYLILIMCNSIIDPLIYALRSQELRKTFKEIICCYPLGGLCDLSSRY
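System: U2OS-MC4R stable cell line; Technique: Eu-cAMP/anti-cAMP TR-FRET, emission 671 nm; Repeats: single well per compound; Also added: Melanotan II; Dosing: one concentration, 6.5 µM nominal; Schedule: 30-min compound, 1-h challenge, 1-h detection, room temperature.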
hiPSC survival: increases survival of single human iPS cells | hiPSC single-cell survival, ATPlite luminescence; 100% = ROCK inhibitor wells, 0% = DMSO | survival enhancement, % at 20 µM | 360,000 tested, 0.044% active; in the data active = survival enhancement above about 18%;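 note: cells exposed to compounds for 16 hours before the ATP read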
N-glyco inh: blocks N-linked glycosylation in D54 reporter cells. D54 ERlucT glycosylation luciferase reporter, 24 h; percent of 100 nM tunicamycin response. reporter increase, % at 12.5 µM. 360,000 tested, 0.23% active;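 active = mean luciferase reporter signal, scaled so untreated is 0 and the glycosylation-blocking control 100, at or above a set limit in every replicate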;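 note: luciferase carries N-glycosylation sites so blocking glycosylation raises the light; 0% = median of neutral control wells and 100% = median of 100 nM tunicamycin wells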
MC4R ag barr: human MC4R agonism via beta-arrestin; U2OS MC4R beta-arrestin complementation, luminescence; percent of melanotan II response, DMSO zero; activation, % at 8.9 µM; 360,000 tested, 0.98% active; AID 540308;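 active = activation above a per-plate cutoff, the mean activation of sample wells on that plate plus 3 SD, cut at about 8% in these data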
An asterisk follows results filed as active; nt = no result given.

SMILES	ABHD5-PLIN5 inh	aDG glyco up	H9c2 protect	ABCB6 inh 2	m5-HT2A agonist	Exocytosis inh	MC4R antagonist	hiPSC survival	N-glyco inh	MC4R ag barr
Cc1cccc(-c2noc(-c3ccno3)n2)c1	-5	0.0	-3	98	7	-4	15	-0.4	-1	5.6
Cc1c(N=NC2=C(O)CC(C)(C)CC2=O)c(=O)n(-c2ccccc2)n1C	-11	0.1	6	102	2	-2	0	-1.9	2	-0.6
COc1c(F)c(F)c(C(=O)Nc2ccc(N3CCN(Cc4ccccc4)CC3)cc2)c(F)c1F	-12	2.1	-7	108	6	7	13	-0.7	-5	11*
COc1cccc(CNC(=O)CSCC(=O)Nc2cc(C)on2)c1	-1	0.3	-2	97	0	-3	6	-0.4	2	-1.7
Cc1ccc(SCc2ccc(C(=O)Nc3cccnc3)cc2)cc1	-3	0.0	-2	98	-2	-1	4	-0.6	-1	-1.0
CC(=O)c1ccc(N2CCC(C(=O)O)CC2)cc1	1	-0.1	0	98	6	0	16	0.8	3	-3.5
Cc1ccc2nc(N/C(=N/S(=O)(=O)c3ccc(F)cc3F)c3ccccc3)sc2c1	-4	0.3	-10	94	-5	0	10	-0.7	-2	-2.4
O=C(O)c1ccc(NC2CC(=O)N(Cc3ccccc3)C2=O)cc1 (stereo not drawn)	3	0.2	-9	87	-6	4	-1	2.7	1	-3.3
Cc1cccn2c(=O)c3cc(C(=O)N4CCCC(C)C4)sc3nc12 (stereo not drawn)	-4	-0.1	2	102	10	-9	4	-0.6	0	-1.9
Cc1c(Cl)cnc(NC(=O)CSc2nnc(C)n2Cc2ccccc2)c1Cl	6	-0.2	-6	92	1	-3	1	2.4	-1	0.1
Cc1nn(Cc2ccccc2)c(C)c1NC(=O)CSc1n[nH]c(C)c1[N+](=O)[O-]	-9	0.2	-2	99	-2	-1	9	0.3	0	-1.6
Cc1nc(SCC(=O)N2CCCC2=O)c2c(C)c(C)sc2n1	3	0.0	16	95	3	-11	-3	-4.1	-7	0.3
COc1ccc(CN(C)S(=O)(=O)c2nnc(NC(=O)c3ccc(C)cc3)s2)cc1OC	-5	0.0	-4	101	7	-4	30*	0.2	1	-0.9
Nc1nc(SCc2ccccc2)c2ncn(C3CCCO3)c2n1 (stereo not drawn)	2	0.1	-5	99	-5	-2	5	4.6	-5	-0.6
CCSc1nc(-c2ccc(OC)cc2)ccc1C#N	-6	0.3	-18	100	-5	0	0	1.5	-2	-2.0
CN(C)S(=O)(=O)c1cccc(NC(=S)N2CCc3ccccc32)c1	-6	-0.6	-12	105	-1	-2	7	0.4	-2	-2.5
CS(=O)(=O)N(CC(=O)NCCC1=CCCCC1)C1CCCCC1	-1	0.6	-5	118	4	2	12	-0.4	2	1.4
O=c1[nH][nH]c2c1[C@H](CCc1cccc(Cl)c1)O[C@H](C1CC1)C2	-9	0.0	nt	102	0	-6	nt	0.0	nt	nt
Cn1c(=O)c2[nH]cnc2n(C)c1=O	-1	0.0	6	110	-2	-1	-3	-1.1	2	0.8
Cc1ccccc1CN1C[C@@H]2C[C@@H](c3cn(C)nc3-c3ccccc3)N3CCC[C@@]23C1=O	22*	0.1	1	103	-6	82*	16	4.0	-1	-0.1

Some of these compounds in order of the ABHD5-PLIN5 inh value, smallest number first:
molecule	ABHD5-PLIN5 inh
Cc1nn(Cc2ccccc2)c(C)c1NC(=O)CSc1n[nH]c(C)c1[N+](=O)[O-]	-9
Cc1cccc(-c2noc(-c3ccno3)n2)c1	-5
CS(=O)(=O)N(CC(=O)NCCC1=CCCCC1)C1CCCCC1	-1

Other results:
SMILES	ABHD5-PLIN5 inh	aDG glyco up	H9c2 protect	ABCB6 inh 2	m5-HT2A agonist	Exocytosis inh	MC4R antagonist	hiPSC survival	N-glyco inh	MC4R ag barr
COc1ccc(NC(=O)CSc2nccn2C)c([N+](=O)[O-])c1	3	-0.2	12	102	-2	-1	3	-0.1	-1	-0.7
C[C@@H]1CCCCO[C@H](CN(C)C(=O)Nc2ccc(C(F)(F)F)cc2)[C@@H](C)CN([C@H](C)CO)C(=O)c2cc(NC(=O)Nc3ccc4c(c3)OCO4)ccc2O1	-8	-0.3	7	91	0	7	nt	-2.4	-3	nt
CC(=O)Nc1cncc(-c2ccccc2N(C)C)n1	-7	0.1	0	100	-4	-5	-3	0.1	2	-2.3
Cn1c(N)c(C(=O)COC(=O)COc2ccccc2C#N)c(=O)n(C)c1=O	5	0.0	21	96	3	2	2	0.5	2	-4.1
N/C(=N\OC(=O)CCCc1ccccc1)c1ccccn1	-9	-0.1	1	91	-1	4	-4	-0.5	1	-2.1
COc1ccc(NC(=O)c2cc3cc(OC)ccc3oc2=O)cc1	-2	0.0	-8	96	-3	-2	18	-0.2	1	-2.3
N=c1c2c(ncn1CCCO)Oc1ccc3ccccc3c1C2c1ccccc1 (stereo not drawn)	2	0.7	-3	96	1	42	14	-1.0	-3	-1.9
COc1ccc(CNC(=O)c2ccc3ccccc3n2)cc1	11	-0.1	-5	100	0	-6	11	-0.3	1	-0.6
Cc1ccc(CN(C)C(=O)C2CCC(=O)N(CCc3ccccc3)C2)o1 (stereo not drawn)	3	0.2	-13	95	0	5	3	0.0	-1	-3.5
Cc1cccc2nc(CSc3nnc4ccccn34)cn12	-5	0.1	-4	101	5	0	8	0.0	-11	1.2
CC(NC(=O)C1CCN(S(=O)(=O)c2cc([N+](=O)[O-])ccc2Cl)CC1)c1ccccc1 (stereo not drawn)	-4	0.3	5	111	2	8	2	-3.2	-2	-0.2
CN1C(=O)C(O)(CC(=O)c2ccc(F)cc2)c2cc(Br)ccc21 (stereo not drawn)	-6	1.0	-4	102	4	3	-2	0.0	4	-0.7
Cc1c(NC(=O)C(C)OC(=O)c2ccc(Cl)nc2)c(=O)n(-c2ccccc2)n1C (stereo not drawn)	2	0.0	4	94	4	-1	15	4.1	1	-1.6
O=C(O)c1sccc1S(=O)(=O)N1CCN(c2ccc(C(F)(F)F)cn2)CC1	15	-0.1	2	94	-1	5	5	-0.2	0	2.4
CCc1ccc(NC(=O)/C(C#N)=C/c2cn(CC(=O)O)c3ccccc23)cc1	2	-0.6	10	102	-3	0	-1	-3.0	4	-2.1
CC(=O)c1sc(NC(=O)CSCc2c(C)noc2C)nc1-c1ccccc1	-4	0.1	8	94	-2	2	2	-0.7	-2	-3.9
O=S(=O)(NCCc1ccccn1)c1ccc(OC(F)(F)F)cc1	0	0.0	-4	99	-1	1	2	-0.2	1	-0.6
Cc1cn(CC(=O)N[C@H](C)c2cccc3ccccc23)c(=O)[nH]c1=O	0	0.0	14	100	-2	-5	0	2.6	0	-0.7
Cc1ccc2c(c1)[C@@H]1CN(C)CC[C@@H]1N2S(=O)(=O)c1ccc([N+](=O)[O-])cc1	7	-0.5	-1	99	-8	2	10	0.4	1	-0.6
COc1cccc(CN2C(=O)[C@H]3Cc4c([nH]c5ccccc45)C(C)(C)N3C2=O)c1	-4	0.5	7	101	5	78*	18	-2.0	-4	-0.9
Cc1cccc(-c2cccc(NC(=O)C3CCCN(C(=O)c4cccnc4)C3)c2)c1 (stereo not drawn)	0	0.2	3	109	-5	11	-10	0.7	0	-1.6
O=C1C2CCCN2C(c2ccccc2F)N1c1ccc(F)cc1 (stereo not drawn)	4	0.2	4	96	1	-1	1	-1.3	-1	-0.3
COc1cc(OC)cc(-c2oc(=O)c3cc(OC)c(OC)cc3c2C#CCCCO)c1	7	-0.4	47	91	2	-8	14	-1.6	0	-1.6
CCOc1cc(C2CC(=O)N3CN(C4CCCCC4)CSC3=C2C#N)ccc1O (stereo not drawn)	-15	0.9	4	99	0	-2	3	-1.1	0	0.1
COc1cc2c(cc1OC)CN(C(=S)Nc1ccccc1)CC2	-6	0.2	7	97	-4	-3	15	-0.9	-3	0.6
CCn1cc(S(=O)(=O)Nc2ccc3c(c2)OCCO3)cn1	0	0.0	-2	101	11	-4	2	0.1	-10	-1.3
COc1cccc(C(=O)NC2CCCc3ccccc32)c1 (stereo not drawn)	-4	-0.1	3	97	-7	-3	-1	-0.3	0	-1.2
O=C(CNC(=O)c1ccc(Cl)cc1)c1ccc(Br)cc1	-1	-0.1	-3	95	-2	-4	2	-0.4	0	5.2
C/C(CCc1ccco1)=N\NC(=O)CNc1c(Br)cc(Br)cc1Br	3	-0.1	-3	95	2	2	1	0.6	1	-0.6
O=C(Nc1cc(=O)[nH]c2ncnn12)c1ccc(Cl)cc1Cl	-6	0.0	4	102	3	4	3	4.5	0	1.3
CCC(=O)c1ccc(OCC(O)CN2CCN(c3ccccn3)CC2)cc1 (stereo not drawn)	7	0.0	-2	95	29*	14	-1	0.0	0	0.8
CC(C)(C)NC(=S)Nc1cccc(C(F)(F)F)c1	0	0.3	-15	96	3	0	1	-0.4	1	-0.4
CCCOc1ccc(-c2nnn(CC(=O)N3CCC(C)CC3)n2)cc1	3	0.6	-5	100	4	0	4	2.0	-2	0.5
Cc1cccc(N(Cc2ccccc2)C(=O)CCl)c1	3	-0.8	-8	89	-1	-3	25	-5.1	8	22*
COC(=O)Nc1ccc(S(=O)(=O)N(CCO)CC(F)(F)C(F)F)cc1	2	-0.1	1	105	0	-1	12	-2.3	-1	1.7
O=C(Nc1ccc(Cl)c(Cl)c1)OCc1cccnc1	-3	1.1	-15	95	-3	-1	3	-0.7	4	-1.7
C[C@H](NC(=O)c1ccco1)C(=O)NCCc1ccc(S(N)(=O)=O)cc1	5	0.0	1	101	1	4	9	0.7	-1	0.5
COC(=O)[C@@]12CCCCN1[C@H](c1ccc(-c3ccc(Cl)c(Cl)c3)cc1)[C@H]1C(=O)N(C)C(=O)[C@H]12	-6	0.0	-7	100	-2	-1	-3	-4.4	-6	0.0
O=C(Nc1cccnc1)c1ccc2c(c1)C(=O)N(Cc1cccnc1)C2=O	-3	-0.2	-6	101	-7	1	20	1.8	1	3.3
CC(C(=O)NCC1(c2ccccc2)CCOCC1)N1CCOCC1 (stereo not drawn)	8	0.1	4	96	3	-2	14	1.2	3	-4.1
Cc1ccc(C(=O)OCC(=O)c2c(N)n(C)c(=O)n(C)c2=O)cc1S(=O)(=O)N1CCCCC1	-1	-0.4	-4	97	1	-3	10	1.5	0	-1.4
CC(C)(C)Nc1nc(-c2ccc3c(c2)CCN3C(=O)C2CC2)cs1	-10	0.0	-4	96	-6	10	4	-0.3	-8	-1.9
CCOCCn1c(-c2ccccc2)nc2ccccc21	2	-0.1	9	100	4	-5	-10	0.1	0	-2.0
O=C(Cn1ncnn1)OCc1ccccc1Cl	3	0.0	7	90	7	7	1	-2.8	1	1.1
Cn1ccs/c1=N\C(=O)Nc1cccc(C(F)(F)F)c1	-13	0.1	-1	97	5	-4	2	-0.8	2	0.6
O=S(=O)(N/N=C1\CC(c2ccccc2)Oc2ccccc21)c1ccccc1 (stereo not drawn)	2	0.1	0	100	-4	1	-2	-1.5	0	2.4
